Assay outcomes as filed in PubChem BioAssay.
KCNQ2 block: KCNQ2 potassium channel inhibitors, primary screen, cell-based, CHO-K1, FluxOR thallium flux, B-score (AID 2156); B-score at 10 µM; hit rate 1.1% among 310,000; 20 min; active compounds read low;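 active means fluorescence ratio B-score at most minus 3 library SDs, with starting brightness B-score within 2 library SDs, cut at about -5.5 in these data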
CHT inh: human CHT choline transport inhibition; B-score at 10 µM; CHT-expressing cells, membrane potential dye, choline response; active compounds read low; hit rate 0.86% among 310,000; Q9GZV3;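 active means B-score over 3 SD under the library average, and starting fluorescence ratio not unusually high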;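 further: choline stimulus applied at its EC90 after an EC20 pre-addition; B-score computed on integrated fluorescence ratio after choline addition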
Target sequence (Q9GZV3 whole entry, looked up): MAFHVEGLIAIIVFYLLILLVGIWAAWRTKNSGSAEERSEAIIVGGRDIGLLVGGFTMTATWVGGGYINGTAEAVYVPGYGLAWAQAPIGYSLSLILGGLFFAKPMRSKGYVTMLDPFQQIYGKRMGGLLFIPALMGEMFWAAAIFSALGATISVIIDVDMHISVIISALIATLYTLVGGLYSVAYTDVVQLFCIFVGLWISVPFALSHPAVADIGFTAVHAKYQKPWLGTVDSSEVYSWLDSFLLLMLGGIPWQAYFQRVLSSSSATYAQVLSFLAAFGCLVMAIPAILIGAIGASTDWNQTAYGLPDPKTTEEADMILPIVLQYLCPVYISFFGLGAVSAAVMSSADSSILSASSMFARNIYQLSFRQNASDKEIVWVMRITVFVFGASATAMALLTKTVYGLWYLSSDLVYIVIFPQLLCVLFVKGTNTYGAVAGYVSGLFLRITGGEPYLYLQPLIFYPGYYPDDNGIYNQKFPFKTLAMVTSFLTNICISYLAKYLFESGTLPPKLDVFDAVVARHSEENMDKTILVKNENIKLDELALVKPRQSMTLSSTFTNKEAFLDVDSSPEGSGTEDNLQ
An asterisk follows results filed as active; i = inactive; x = no result given. Compounds as they come (roughly 1.9% active in at least one column).

KCNQ2 block	CHT inh	Structure
i	i	COc1ccccc1-c1nc(C#N)c(NCCCn2ccnc2)o1
i	i	COc1cc(C(=O)Nc2c(C(=O)O)[nH]c3ccc(C)cc23)cc(OC)c1OC
i	i	CCCCCCCNC(=O)CN1C(=O)CSc2ccc(S(=O)(=O)N3CCOCC3)cc21
i	i	Cn1c(CCNC(=O)C2CCCCC2)nc2cc([N+](=O)[O-])ccc21
i	i	Nn1c(Cc2cccc3ccccc23)nnc1SCc1ccc(Cl)c(Cl)c1
i	i	CCNC(=O)NNC(=O)C1CC(c2cccs2)=NO1 (configuration not stated)
i	i	CCOc1cc(NC(=S)NCCc2ccccc2)c(OCC)cc1NC(C)=O
i	i	COc1ccc(NC(=S)Nc2ccc3snnc3c2)cc1
i	i	Cc1ccccc1S(=O)(=O)Cc1ccc(C(=O)NCCN(C)Cc2ccccc2)o1
i	i	CCOC(=O)C1Nc2ccccc2C2C(O)C(O)CC12 (configuration not stated)
i	i	COc1cccc(NC(=O)c2csc3c2CCCC3)c1
i	i	O=[N+]([O-])c1ccccc1NCCOc1ccccc1
i	i	CCCC(=O)Nc1nc2ccc(S(N)(=O)=O)cc2s1
i	i	COC(=O)c1c(C)[nH]c(C(=O)OCC(=O)N(CC(C)C)c2c(N)n(Cc3ccccc3)c(=O)[nH]c2=O)c1C
i	i	COc1ccc(NC(=O)CN(C)CC(=O)Nc2cccc(C(C)=O)c2)cc1
i	i	CCc1cc(=O)oc2cc(C)c(CN3CCCCC3)c(O)c12
i	i	O=C(C1CCCCC1)N1CCN(c2ccnc3cc(Cl)ccc23)CC1
i	i	COc1cccc(-c2c(C(=O)N/N=C(\C)c3cccnc3)nnn2-c2nonc2N)c1
i	i	CC1CCN(c2ccc3nnc(CCC(=O)NCC(C)c4ccccc4)n3n2)CC1 (configuration not stated)
i	i	COCC(C)N=C1NN=C(c2c[nH]c3ccccc23)CS1 (configuration not stated)
i	i	O=[N+]([O-])c1cc(S(=O)(=O)N2CCCC2)ccc1N/N=C/c1cccnc1
i	i	COc1ccc2c(C)c(CCC(=O)NCCCN3CCCC3=O)c(=O)oc2c1C
i	i	Nc1ccc(-c2nc3ccccc3o2)cc1
i	i	OCC[C@@H]1C[C@H](O)[C@@H](O)[C@]2(Cc3ccccc3CO2)O1
i	i	Cc1ccc(CN2C(=O)CCC2C(=O)NCCCN2CCCC(C)C2)cc1 (configuration not stated)
i	i	Cc1ccc2cc3cc(C(=O)NCCCN4CCCC4=O)oc3nc2c1
i	i	Cc1sc2ncnc(OCC(=O)NC(C)C(C)C)c2c1C (configuration not stated)
i	i	CC(C)CCN(CCC(C)C)C/C(O)=C(\C#N)c1nc(-c2ccccc2)cs1
i	i	Cc1ccccc1-c1nnc(SCC(=O)Nc2c(C)n(C)n(-c3ccccc3)c2=O)o1
i	i	CN1CCN(C(c2ccc(C(F)(F)F)cc2)c2ccc3cccnc3c2O)CC1 (configuration not stated)
i	i	O=C(O)COc1ccc2c3c(c(=O)oc2c1)CCC3
i	i	c1ccc(-c2csc(N3CCCCCC3)n2)cc1
i	i	COc1ccccc1N1CCN(C(=O)/C=C/c2ccc3c(c2)OCO3)CC1
i	i	CN(C)c1ccc(C(=S)N2CCNCC2)cc1
i	i	COc1ccc(-c2nc(SCC(=O)Nc3cc(C)on3)n[nH]2)cc1
i	i	CC1CCc2cc(F)cc3c(O)c(C(=O)NCCN(C)C)c(=O)n1c23 (configuration not stated)
i	i	N#C/C(=C\C=C\c1ccccc1)C(=O)N1CCCC1
i	i	O=C(Nc1ccccc1)C12CC3CC(C1)CC(n1cnc([N+](=O)[O-])n1)(C3)C2
i	i	Cc1nc2ccccn2c1C(=O)NC1CCCc2ccccc21 (configuration not stated)
i	i	OCC1(Cc2ccccc2)CCN(Cc2cc3ccccc3o2)CC1
i	i	NC(=O)CSc1nnc(NC(=O)c2ccc(Br)o2)s1
i	x	COc1cccc(-c2nc(N3CC(C)CC(C)C3)c3ccccc3n2)c1O (configuration not stated)
i	i	O=C(Nc1nnc(SCc2ccccc2)s1)c1cccs1
i	i	Cc1ccc(C(=O)C(C)OC(=O)CNC(=O)c2ccc(Br)o2)cc1 (configuration not stated)
i	-5.8*	CN(Cc1ccccc1)C(=O)COC(=O)c1cc(NS(=O)(=O)c2cccs2)ccc1O

Exported bar-delimited: 2 of the compounds above
mol | KCNQ2 block | CHT inh
COc1ccccc1-c1nc(C#N)c(NCCCn2ccnc2)o1 | i | i
COc1cc(C(=O)Nc2c(C(=O)O)[nH]c3ccc(C)cc23)cc(OC)c1OC | i | i

The listing continues.
KCNQ2 block	CHT inh	Structure
i	i	CS(=O)(=O)c1ccccc1-c1nc(-c2cccc(Cl)c2)no1
i	i	CCOC(=O)CSc1nnc(-c2ccc(OC)cc2OC)o1
i	i	COC(=O)C(Cc1ccc(OC(=O)c2ccccc2Cl)cc1)N1Cc2ccccc2C1=O (configuration not stated)
i	i	Cc1cc(Oc2nc3ccccn3c(=O)c2/C=C(\C#N)C(=O)NC2CCS(=O)(=O)C2)ccc1Cl (configuration not stated)
i	i	COc1ccc2cc3cc(C(=O)NCc4ccco4)oc3nc2c1
i	i	CCCNC(=O)Nc1ccc(NC(C)=O)cc1
i	i	Cc1cc(SCc2ccc(Cl)c(Cl)c2)nc(=O)[nH]1
i	i	CCN(CCO)C(=O)c1ccc2nc(Cc3ccc(OC)cc3)oc2c1
i	i	Cn1c2c(c(=O)n(C)c1=O)C(NC(=O)C(C)(C)C)(C(F)(F)F)C(=O)N2 (configuration not stated)
i	i	O=C(NC1CCN(Cc2ccccc2)CC1)c1ccc2c(c1)[nH]c(=O)n2Cc1ccc(F)cc1
x	i	CN(C)CCCOC(=O)c1ccccc1Cl
i	i	C/[N+]([O-])=C\c1coc2ccccc2c1=O
i	i	O=C(NCC1CCCO1)c1ccc(NC(=O)C2CC=CCC2C(=O)O)cc1 (configuration not stated)
i	i	O=C(OCC(=O)N1CCN(c2ccccc2)CC1)c1nc(Cl)ccc1Cl
i	i	CC(C)(C)NC(=O)CN(C(=O)C(=O)Nc1ccc2c(c1)OCCO2)N1CCOCC1

19 of these compounds in a different format.
Molecule	KCNQ2 block	CHT inh
NC(=O)CSc1nnc(NC(=O)c2ccc(Br)o2)s1	i	i
COc1cccc(-c2nc(N3CC(C)CC(C)C3)c3ccccc3n2)c1O (configuration not stated)	i	x
O=C(Nc1nnc(SCc2ccccc2)s1)c1cccs1	i	i
Cc1ccc(C(=O)C(C)OC(=O)CNC(=O)c2ccc(Br)o2)cc1 (configuration not stated)	i	i
CN(Cc1ccccc1)C(=O)COC(=O)c1cc(NS(=O)(=O)c2cccs2)ccc1O	i	-5.8*
CS(=O)(=O)c1ccccc1-c1nc(-c2cccc(Cl)c2)no1	i	i
CCOC(=O)CSc1nnc(-c2ccc(OC)cc2OC)o1	i	i
COC(=O)C(Cc1ccc(OC(=O)c2ccccc2Cl)cc1)N1Cc2ccccc2C1=O (configuration not stated)	i	i
Cc1cc(Oc2nc3ccccn3c(=O)c2/C=C(\C#N)C(=O)NC2CCS(=O)(=O)C2)ccc1Cl (configuration not stated)	i	i
COc1ccc2cc3cc(C(=O)NCc4ccco4)oc3nc2c1	i	i
CCCNC(=O)Nc1ccc(NC(C)=O)cc1	i	i
Cc1cc(SCc2ccc(Cl)c(Cl)c2)nc(=O)[nH]1	i	i
CCN(CCO)C(=O)c1ccc2nc(Cc3ccc(OC)cc3)oc2c1	i	i
Cn1c2c(c(=O)n(C)c1=O)C(NC(=O)C(C)(C)C)(C(F)(F)F)C(=O)N2 (configuration not stated)	i	i
O=C(NC1CCN(Cc2ccccc2)CC1)c1ccc2c(c1)[nH]c(=O)n2Cc1ccc(F)cc1	i	i
CN(C)CCCOC(=O)c1ccccc1Cl	x	i
C/[N+]([O-])=C\c1coc2ccccc2c1=O	i	i
O=C(NCC1CCCO1)c1ccc(NC(=O)C2CC=CCC2C(=O)O)cc1 (configuration not stated)	i	i
O=C(OCC(=O)N1CCN(c2ccccc2)CC1)c1nc(Cl)ccc1Cl	i	i

Remaining list, next part
KCNQ2 block	CHT inh	Structure
i	i	COCC(=O)NC1CC(C)(C)Cc2c1cnn2-c1ccc(F)cc1 (configuration not stated)
i	i	COCCOc1ccc(C(F)(F)F)cc1NC(=O)CN1C(=O)NC2(CCc3ccccc32)C1=O (configuration not stated)
i	i	C=CCCCCCCCCc1nc(SCC(C)=O)n[nH]1
i	i	COc1ccc(C(=O)NCC(=O)N2CCN(C(=O)c3ccco3)CC2)cc1
i	i	CC1CC(C)(C)NC(=S)N1CCC(=O)N1CCN(Cc2ccccc2)CC1 (configuration not stated)
i	i	O=C(NC1CCCCC1)C(c1cccnc1)N(CCc1ccccc1)C(=O)Cc1cccs1 (configuration not stated)
i	i	CCOC(=O)N1CCC(Nc2cc(C)nc3c(-c4ccccc4OC)c(C)nn23)CC1
i	i	Cc1cc(C)c(C(=O)Nn2c(C)nc3ccccc3c2=O)cc1C
i	i	CN(C(=O)/C=C/c1ccc([N+](=O)[O-])s1)c1ccccc1
i	i	O=S(=O)(Nc1cccc(-c2ccc3nncn3n2)c1)c1cccc(F)c1
i	i	COc1ccc(N(C)S(=O)(=O)c2cccc(C(=O)NC3CCCC3)c2)cc1
i	i	CC(=O)C1=C(O)C(=O)N(c2ccccn2)C1c1ccc(Cl)cc1 (configuration not stated)
i	i	O=C(CN1CCN(c2ccccc2F)CC1)Nc1nnc(C(F)(F)F)s1
i	i	Cc1cc([N+](=O)[O-])nn1Cc1c(F)c(F)c(F)c(F)c1F
i	i	CCN(CC(=O)Nc1ccc(NC(C)=O)cc1)C(=O)/C=C/c1ccc2c(c1)OCO2
i	i	COc1cccc(NC(=O)CN(C)C(C)C(=O)Nc2ccc(S(=O)(=O)N3CCCC3)cc2)c1 (configuration not stated)
i	i	OCc1cccc[n+]1Cc1ccccc1
i	i	Cc1ccc(Cn2ccc(=O)c(OCc3c(Cl)cccc3Cl)c2C)cc1
i	i	O=C(CSC1CCCCC1)Nc1ccccc1Br
i	i	COCCNC(=O)CSc1nc2cc(OC)c(OC)cc2c(=O)n1CCc1ccc(S(N)(=O)=O)cc1
i	i	CC12CCC(C(=O)Nc3ncc([N+](=O)[O-])s3)(OC1=O)C2(C)C (configuration not stated)
i	i	O=S(=O)(c1ccc(N2CCN(CCO)CC2)nc1)N1CCOCC1
i	i	S=C(Nc1ccccc1)Nc1nc2ccccc2n1CCOc1ccc(Cl)cc1
i	i	COc1ccc(CNC(=O)c2c(O)c3ccccc3n(C)c2=O)cc1
i	i	Cc1ccccc1-n1ncc2c1CC(C)(C)CC2NC(=O)CCN1CCCCC1=O (configuration not stated)
i	i	COc1ccc(C2C(Oc3ccccc3)C(=O)N2c2cc(C)ccc2C)cc1OC (configuration not stated)
i	i	COc1ccc(NC(=O)C2COc3ccccc3O2)cc1 (configuration not stated)
i	i	CCn1c(SCC(=O)N/N=C/c2c[nH]c3ccccc23)nnc1-c1ccc(C(C)(C)C)cc1
i	i	Cc1cccc(N(O)C(=O)Nc2cccc(Cl)c2)c1
i	i	COc1ccc(CCNC(=O)C(=O)c2cn(CC(=O)N3CCOCC3)c3ccccc23)cc1
i	i	O=C(NC1CCS(=O)(=O)C1)c1ccc(S(=O)(=O)NCC2CCCO2)cc1 (configuration not stated)
i	i	COc1ccc(-c2c(C(F)(F)F)oc3c(CN4CCN(C)CC4)c(O)ccc3c2=O)cc1
i	i	Cc1ccc([C@@H]2[C@@H]3C(=O)N(C)C(=O)[C@@H]3[C@]3(C)C(=O)N(Cc4ccc(-c5ccccc5)cc4)CC(=O)N23)o1
i	i	CC(=O)Nc1ccc(S(=O)(=O)n2nc(C)cc2C)cc1
i	i	O=C(OCn1ncc(Br)c(Br)c1=O)c1c(F)cccc1F
i	i	CCNC(=O)CN1C(=O)NC2(CCOc3ccccc32)C1=O (configuration not stated)
i	i	Cc1ccc2c(c1)sc[n+]2Cc1ccccc1
i	i	COc1ccccc1OC(=O)Cc1cccc2ccccc12
i	i	CCn1c(SCC(=O)N2CCCC2)nc2c1c(=O)n(C)c(=O)n2C
i	i	Cc1ccc(-c2cc(C(=O)NCc3ccc4c(c3)OCO4)no2)cc1
-8.6*	i	COCCN(C(=O)Cc1cccs1)C(C(=O)NCc1ccc(OC)cc1)c1ccc(C(C)C)cc1 (configuration not stated)
i	i	C=CCC1NS(=O)(=O)OC(CCc2ccccc2)C1O (configuration not stated)
i	i	COc1cc(OC)c(N(C)S(=O)(=O)c2cccc(C(=O)OCc3c(C)noc3C)c2)cc1Cl
i	i	Cc1ccccc1C(=O)Nc1cccc(C(=O)N/N=C/c2ccccn2)c1
i	i	O=C1[C@H]2[C@@H](c3ccc(F)cc3)N3C(=O)N(c4ccc(Br)cc4)C(=O)[C@@]3(Cc3ccccc3)[C@H]2C(=O)N1C1CCCCC1
i	i	COc1ccccc1N(CC(=O)NC1CCCC1)C(=O)c1oc(C(C)(C)C)cc1C
i	i	CCOC(=O)c1c(SCc2ccccc2)n[nH]c1N
i	i	Cc1ccc(O)c(C(=O)CC(=O)c2ccc(Cl)cc2)c1
i	i	CCCCNC(=S)Nc1ccccc1F
i	i	CSCCC(NC(=O)c1ccccc1Cl)C(=O)NNC(=O)c1ccncc1 (configuration not stated)
i	i	O=P(OC1CCCCC1)(OC1CCCCC1)C(O)c1ccc(Cl)cc1Cl (configuration not stated)
i	i	Cc1oc2c(CN3CCCCC3C)c(O)ccc2c(=O)c1-c1ccc(Br)cc1 (configuration not stated)
i	i	CCCCC(=O)N(CCOC)c1nnc(-c2ccc(OC)cc2)s1
i	i	O=C(CN1C(=O)NC2(CCCc3ccccc32)C1=O)NCc1ccc(Cl)cc1Cl (configuration not stated)
i	i	COC(=O)c1cnn2c(C(F)(F)F)cc(-c3ccccc3)nc12
i	i	CCOc1ccc(OCC)c(NC(=O)CSCC(=O)O)c1
i	i	O=P(c1ccccc1)(c1ccccc1)C(c1ccccn1)P(=O)(c1ccccc1)c1ccccc1
i	i	COCCCN1CC(=O)N2C(c3cccc(OC)c3)c3[nH]c4ccccc4c3C[C@H]2C1=O (some centres not stated)
i	i	Cc1onc(-c2ccccc2)c1C(=O)N1CCCN(C(=O)c2c(-c3ccccc3)noc2C)CC1
i	i	O=C(C(=O)N1CCc2ccccc2C1)c1cn(CC(=O)N2CCOCC2)c2ccccc12
